Screening results deposited in PubChem BioAssay by several laboratories.
G6PDH CS – L. mesenteroides G6PDH inhibitors, counter-screen for G6PDH-coupled screening assays, biochemical, Leuconostoc mesenteroides enzyme; glucose-6-phosphate dehydrogenase [Leuconostoc mesenteroides]; Purified L. mesenteroides G6PDH, diaphorase/resazurin coupled fluorescence, 45 min; inhibition, % at 5 µM; 0.12% of 200,000 active; AID 1020, 2008; in the data active = inhibition above about 50%
FLuc inh counter – firefly luciferase enzyme inhibitors, primary screen, artefact control for luciferase-based inhibitor screens, biochemical, luminescence, ATPLite; Luciferin 4-monooxygenase (Photinus pyralis), P08659; 1.5% of 200,000 active; 10 min; inhibition, % at 10 µM; AID 1006, 2008;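 active = inhibition above about 50% when tested at 10 µM, limit read from the data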
Target sequence (P08659 whole entry, looked up): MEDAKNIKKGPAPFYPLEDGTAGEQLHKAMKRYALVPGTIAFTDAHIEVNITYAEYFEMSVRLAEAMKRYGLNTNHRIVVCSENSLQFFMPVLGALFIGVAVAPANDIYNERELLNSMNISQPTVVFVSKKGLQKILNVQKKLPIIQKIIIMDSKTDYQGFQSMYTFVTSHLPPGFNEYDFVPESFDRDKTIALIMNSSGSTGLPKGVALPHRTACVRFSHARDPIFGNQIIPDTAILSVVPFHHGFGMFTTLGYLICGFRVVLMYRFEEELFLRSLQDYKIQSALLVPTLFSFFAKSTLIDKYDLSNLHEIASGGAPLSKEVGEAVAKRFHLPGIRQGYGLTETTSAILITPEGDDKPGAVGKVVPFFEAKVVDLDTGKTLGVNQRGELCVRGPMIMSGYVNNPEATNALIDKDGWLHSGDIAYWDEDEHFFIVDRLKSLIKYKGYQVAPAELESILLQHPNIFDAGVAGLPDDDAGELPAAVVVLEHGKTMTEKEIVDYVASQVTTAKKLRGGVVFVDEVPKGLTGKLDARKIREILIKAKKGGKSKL
Redox H2O2 prof – compounds producing H2O2 with reducing agent – biochemical, NIH compound library profiling, artefact control for MLSCN library redox annotation, primary screen; DTT-dependent redox cycling H2O2, phenol red/HRP absorbance; 100% = 100 µM peroxide control, 0% = buffer; activation, % at 10 µM; 0.03% of 200,000 active;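 active = activation of at least 50% relative to the plate's high and low controls in the primary single-dose screen; inactive = activation below 50%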;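 note: compound incubated with DTT at 0.8 mM final as the reducing agent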
Efa HMGR inh – inhibitors of E. faecalis class II HMGR, primary screen, biochemical, Enterococcus faecalis; HMG-CoA reductase (Enterococcus faecalis, mvaE); purified E. faecalis HMGR, NADPH absorbance 340 nm kinetic; inhibition, % at 10 µM; 0.41% of 190,000 active; AID 1066, 2008;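 active = inhibition above a set limit, the median over all tested compounds plus 3 SD, cut at about 9.5% in these data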;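 note: enzyme runs in reverse so mevalonate oxidation gives rising NADPH absorbance; 0% = complete reaction with DMSO and 100% = background rate lacking mevalonate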
APP 5UTR inh – inhibitors of APP translation via 5'UTR reporter, primary screen, APP 5'UTR luciferase, SH-SY5Y cells; SH-SY5Y APP 5'UTR-luciferase reporter, luminescence; inhibition, % at 2 µM; 0.82% of 190,000 active; AID 1285, 2008;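 active = inhibition above a set limit, derived from the sample mean plus 3 SD, cut at about 45% in these data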; note: values of inactives mirror those of a sister screen read the other way
STAT1 act – STAT1 signaling activators, primary screen, cell-based, HTS, luciferase reporter; NIH 3T3 STAT1-luciferase reporter, IFN-gamma, luminescence; 100% = IFN-gamma alone, no compound; activation (% of control), % at 5.5 µM; 2.6% of 200,000 active; AID 932, 2007;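 active = activation above the screen-wide mean activation plus 3 SD, cut at about 130% in these data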;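 note: raw ratio to IFN-gamma control signal so 100% means no change and 0% no light; values of inactives mirror those of a sister screen read the other way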
NF-kB neuron act – activators of NF-kB expression in neurons, primary screen, cell-based, HTS | human neuronal cells, NF-kB reporter expression; hits give high values | fold change at 12.5 µM | 1.6% of 190,000 active | AID 1239, 2008; in the data active = fold change above about 3.3
FLuc stim CS – FLuc activators, initial screening, artefact control for FLuc-dependent activation tests, biochemical, ATPlite luminescence; Luciferin 4-monooxygenase (Photinus pyralis), P08659; ATPlite luciferase biochemical, 10 min; 0 = ATP-free wells, 1 = DMSO control; activation factor at 10 µM; 200,000 tested, under 10 active; AID 1027, 2008;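 active = luciferase activation factor, scaled between plate controls, of at least 2 with compound at 10 µM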
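Assay system – cell-free luciferase reagent · Medium – PBS-based ATP solution · Dosing – test compounds dosed from 2 mM stocks in 100% DMSO · Timing – 10 min, room temperature · Technique – light output (luminescence) · Measure – luminescence gain marking luciferase activators · Controls – No-ATP low control, compound-free enzyme-plus-ATP high control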
Hsp70 activator – Hsp70 transcriptional activators, primary screen, cell-based, HeLa, Hsp70 promoter luciferase, luminescence, 10 µM. AID 1203, 2008. HeLa Hsp70 promoter luciferase reporter; scaled: vehicle 0, proteasome-inhibitor control 100%. 0.04% of 200,000 active. activation, % at 10 µM;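 active = activation above the mean across all tested compounds plus 3 SD, cutoff set per campaign, cut at about 5.5% in these data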;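 note: 100% = MG132 at 30 µM as the positive control and 0% = DMSO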
APP 5'UTR act – activators of APP 5'UTR luciferase reporter, primary screen, SH-SY5Y cells | SH-SY5Y APP 5'UTR luciferase reporter, luminescence; zero percent = DMSO vehicle wells | activation, % at 2 µM | 1% of 190,000 active | AID 1276, 2008;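 active = activation above a set limit, based on mean plus 3 SD of controls, cut at about 140% in these data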; note: values of inactives mirror those of a sister screen read the other way
Starred values were filed as active, the others as inactive; nt = not tested or not shown.

1. CCn1c(SCc2nc3ccccc3c(=O)[nH]2)nc2ccccc21
2. Cc1ccccc1C(=O)Nc1nnc(-c2cccnc2)o1
3. CN1CCN(C(=O)C23CC4CC(CC(C4)C2)C3)CC1
4. N#Cc1cnn(CC2CCCCC2)c1N
5. O=C(CSc1ncccn1)Nn1cnnc1
6. C#CC[N+](C)(C)CCCCCCCCCC
Compound	1	2	3	4	5	6
G6PDH CS	2	-2	-1	9	14	-19
FLuc inh counter	-2	-6	-6	-6	-5	-3
Redox H2O2 prof	-0.5	0.2	-0.2	0.2	-2.7	0.3
Efa HMGR inh	-8	-1	1	-1	4	-1
APP 5UTR inh	0	-14	3	-3	-4	-4
STAT1 act	101	99	96	95	91	93
NF-kB neuron act	0.94	1.2	1	1.5	0.95	0.64
FLuc stim CS	1	1.1	1.1	1.1	1	1
Hsp70 activator	0.1	-0.1	0.1	-0.4	-0.2	-0.1
APP 5'UTR act	0	14	-3	3	4	4

7. CCCCCC1CC(CC(=O)NC(=S)Nc2ccccc2Cl)C(=O)O1 (centres undefined)
8. COc1ccc(-n2nc(C(=O)Nc3ccc4c(c3)OCO4)c3c4ccccc4n(C)c3c2=O)cc1
9. COc1ccc(-c2cc3ccc(OCc4nn[nH]n4)cc3oc2=O)cc1
10. CCOC(=O)C1=C(C)Nc2ccccc2N=C1NC(=O)C(c1ccccc1)c1ccccc1
11. COc1ccc(/C=C/C(=O)NC(C)CCc2ccccc2)cc1OC (centres undefined)
12. c1ccc(OCCCc2nc(-c3ccncc3)no2)cc1
Compound	7	8	9	10	11	12
G6PDH CS	8	-60	4	9	20	3
FLuc inh counter	-6	-4	81*	-4	-4	-3
Redox H2O2 prof	0.0	3.1	-0.6	-0.7	0.1	0.5
Efa HMGR inh	-3	nt	-4	0	3	0
APP 5UTR inh	8	0	3	-5	2	-4
STAT1 act	104	98	78	96	103	100
NF-kB neuron act	1.1	nt	1.4	0.63	1.1	0.85
FLuc stim CS	1.1	1	0.2	1	1	1
Hsp70 activator	-0.4	-0.2	-0.3	0.0	0.3	0.2
APP 5'UTR act	-8	0	-3	5	-2	4

13. O=C(CCc1ccccc1)NC1CCSC1=O (centres undefined)
14. O=C(c1ccc(F)cc1)N1CCN(c2cc(=O)[nH]nc2-c2ccccc2)CC1
15. CC1(C)C2(C#N)C(N)=NC3(OCCO3)C12C#N (centres undefined)
16. O=C1NC(=Nc2ccccc2)SC1Cc1cccc(Cl)c1Cl (centres undefined)
17. CCCCNC1=CC(=O)C(=O)c2ccccc21
18. COc1cccc(-c2cc(C(=O)N3CCc4ccccc4C3)no2)c1
Compound	13	14	15	16	17	18
G6PDH CS	6	-3	-2	-4	60*	-36
FLuc inh counter	-4	-5	-4	-2	3	-7
Redox H2O2 prof	-3.0	1.9	2.4	0.0	0.0	0.8
Efa HMGR inh	-3	1	0	-5	1	3
APP 5UTR inh	-14	-2	12	6	11	20
STAT1 act	96	103	109	98	99	98
NF-kB neuron act	1.3	1	0.97	1.2	0.52	1.1
FLuc stim CS	1	1.1	1	1	1	1.1
Hsp70 activator	-0.3	-0.4	0.0	-0.2	-0.4	0.2
APP 5'UTR act	14	2	-12	-6	-11	-20

Ordered by count of non-hydrogen atoms (lowest first): some entries from above.
6. C#CC[N+](C)(C)CCCCCCCCCC
3. CN1CCN(C(=O)C23CC4CC(CC(C4)C2)C3)CC1
1. CCn1c(SCc2nc3ccccc3c(=O)[nH]2)nc2ccccc21
Compound	6	3	1
G6PDH CS	-19	-1	2
FLuc inh counter	-3	-6	-2
Redox H2O2 prof	0.3	-0.2	-0.5
Efa HMGR inh	-1	1	-8
APP 5UTR inh	-4	3	0
STAT1 act	93	96	101
NF-kB neuron act	0.64	1	0.94
FLuc stim CS	1	1.1	1
Hsp70 activator	-0.1	0.1	0.1
APP 5'UTR act	4	-3	0

Random excerpt: 4 records from the list, in no set order.
16. O=C1NC(=Nc2ccccc2)SC1Cc1cccc(Cl)c1Cl (centres undefined)
13. O=C(CCc1ccccc1)NC1CCSC1=O (centres undefined)
15. CC1(C)C2(C#N)C(N)=NC3(OCCO3)C12C#N (centres undefined)
17. CCCCNC1=CC(=O)C(=O)c2ccccc21
Compound	16	13	15	17
G6PDH CS	-4	6	-2	60*
FLuc inh counter	-2	-4	-4	3
Redox H2O2 prof	0.0	-3.0	2.4	0.0
Efa HMGR inh	-5	-3	0	1
APP 5UTR inh	6	-14	12	11
STAT1 act	98	96	109	99
NF-kB neuron act	1.2	1.3	0.97	0.52
FLuc stim CS	1	1	1	1
Hsp70 activator	-0.2	-0.3	0.0	-0.4
APP 5'UTR act	-6	14	-12	-11

(listing goes on)
19. CCOc1ccc(N=C2C(=O)N(CN3CCOCC3)c3ccccc32)cc1
20. C=CCN(CC=C)C(=S)NC(=O)/C=C/c1ccc(OC)cc1
21. CCOC(=O)c1c(C)n(C)c2ccc(O)c(CN3CCCCC3)c12
22. CCc1cc(C(=O)OC)c(N2C(=O)C3C4C=CC(C4)C3C2=O)s1 (centres undefined)
23. CCOCC(=O)Nc1cc(S(=O)(=O)N2CCOCC2)ccc1N1CCCCC1
24. CCN1CCN(CCNC(=O)CCCCCn2c(=O)[nH]c3cc(C(=O)OC)ccc3c2=O)CC1
Compound	19	20	21	22	23	24
G6PDH CS	8	8	3	0	6	4
FLuc inh counter	5	0	-6	-4	-4	-4
Redox H2O2 prof	0.0	-0.2	1.2	-0.3	0.7	-4.1
Efa HMGR inh	1	-5	-1	-2	0	-1
APP 5UTR inh	13	-20	-19	-5	1	-2
STAT1 act	101	110	99	97	99	102
NF-kB neuron act	1.2	1	1.1	1	1	1.2
FLuc stim CS	0.9	1	1.1	1	1	1
Hsp70 activator	-0.1	-0.3	-0.5	-0.1	-0.3	-0.1
APP 5'UTR act	-13	21	19	5	-1	2

25. O=C1c2cccnc2C(Nc2ccc(S(=O)(=O)N3CCCCCC3)cc2)N1Cc1ccccc1 (centres undefined)
26. CC(=O)Nc1nc(C)c(-c2csc(Nc3ccccn3)n2)s1
27. COc1ccc(OC)c(/C=N/NC(=O)c2csc3ccccc23)c1
28. COc1cccc(C(=O)N2CCCC(CCC(=O)NCc3ccc(F)c(F)c3)C2)c1 (centres undefined)
29. O=C1c2ccccc2C(=O)N1CN(C(=O)c1ccccc1)c1ccc(O)cc1
30. COc1ccc(/C(O)=C2/C(=O)C(=O)N(CC3CCCO3)C2c2cccc(O)c2)cc1 (centres undefined)
Compound	25	26	27	28	29	30
G6PDH CS	2	-2	-2	13	-2	9
FLuc inh counter	-6	0	-3	-8	-4	-7
Redox H2O2 prof	-0.2	0.1	0.6	-1.1	-0.4	-1.9
Efa HMGR inh	-2	-4	-5	-5	-1	4
APP 5UTR inh	1	-102	6	0	7	-14
STAT1 act	94	191*	106	101	85	99
NF-kB neuron act	1.2	1.7	0.8	1.2	0.99	1
FLuc stim CS	1.1	1	1	1.1	1	1.1
Hsp70 activator	-0.3	0.0	-0.2	-0.3	0.1	-0.3
APP 5'UTR act	-1	102	-6	0	-7	14

31. Cc1cccc(C)c1NC(=O)C(NC=O)c1ccccc1Cl (centres undefined)
32. CC1(C)CC(=O)C(N=Nc2cc(C(F)(F)F)ccc2Cl)=C(O)C1
33. C/C(=N\NC=O)c1ccncc1
34. O=C(Nc1ccc2oc(-c3ccc4ccccc4c3)nc2c1)c1cccs1
35. O=S(=O)(Nc1ccc2c(c1)oc1ccccc12)N1CCCC1
36. Cc1ccc(C2CC(=O)c3cnc(N4CCN(c5ccccc5)CC4)nc3C2)cc1 (centres undefined)
Compound	31	32	33	34	35	36
G6PDH CS	5	-1	3	4	6	0
FLuc inh counter	-7	1	0	-3	-6	-8
Redox H2O2 prof	1.7	0.1	0.4	0.3	0.9	-4.0
Efa HMGR inh	2	-4	-13	-4	5	-1
APP 5UTR inh	-5	-10	-12	-100	13	6
STAT1 act	94	93	95	120	106	99
NF-kB neuron act	1.1	1	1.2	1.9	1.5	1.5
FLuc stim CS	1.1	1	1	1	1.1	1.1
Hsp70 activator	-0.1	-0.1	-0.1	0.3	1.4	-0.2
APP 5'UTR act	5	10	12	100	-13	-6

37. Cc1ccc(SCc2[nH]nc3c2C(c2cccnc2)C(C#N)=C(N)O3)cc1 (centres undefined)
38. O=C1CN=CN=CN1c1ccc(Cl)cc1Cl
39. Cc1cc(=O)[nH]c(-n2nc(C)c(Oc3ccccc3O)c2C)n1
40. COc1ccc(-c2noc(CSc3ccccc3)n2)cc1OC
41. COc1ccc(/C=C\C(=O)Oc2cccc(/C=N/NC(=O)Cc3ccc(OC)c(OC)c3)c2)cc1
42. O=S(=O)(c1cccc2nonc12)N1CCN(c2cccc(Cl)c2)CC1
Compound	37	38	39	40	41	42
G6PDH CS	2	3	0	8	-28	4
FLuc inh counter	-1	-3	-5	0	6	-8
Redox H2O2 prof	2.4	0.3	-0.1	1.2	0.2	2.6
Efa HMGR inh	-2	-3	-3	0	3	-4
APP 5UTR inh	-14	-9	-4	-54	-31	-5
STAT1 act	95	100	96	130*	124	95
NF-kB neuron act	0.96	1.1	1.1	2.3	1.6	0.94
FLuc stim CS	1	1	1.1	1	0.9	1.1
Hsp70 activator	0.4	-0.3	-0.2	1.3	0.0	-0.3
APP 5'UTR act	14	9	4	54	31	5

43. CCOC(=O)C1=C(C)N(CC(C)C)C(=O)/C1=C\c1ccc(OCC(=O)Nc2ccccc2)cc1
44. C=CCNC(=O)/C=C/c1cccs1
45. CCC/C(O)=C1\C(=O)CC(C)(C)CC1=Nc1ccccc1O
46. Cc1ccc2cc(C#N)c(N3CCN(C)CC3)nc2c1
47. CCCCCNC(=O)C(C)NS(=O)(=O)c1ccc(OC)cc1 (centres undefined)
48. Cc1cccc(N(C(=O)CCC(=O)Nc2nccs2)C(C(=O)NC(C)(C)C)c2ccc(O)cc2)c1 (centres undefined)
49. COc1ccc(-c2cnn3c(N)c(S(=O)(=O)c4ccccc4)cnc23)cc1
50. CC(C(=O)N1CCOCC1)N1C(=O)c2cccc3cccc(c23)C1=O (centres undefined)
51. c1n[nH]c(SCCCCSc2ncn[nH]2)n1
Compound	43	44	45	46	47	48	49	50	51
G6PDH CS	5	3	13	1	7	12	-12	1	-1
FLuc inh counter	-3	0	-3	-6	-7	-4	-5	-8	-6
Redox H2O2 prof	-3.4	-0.5	-0.6	0.7	1.3	4.2	-3.4	-2.0	0.2
Efa HMGR inh	-3	-1	3	-4	-8	1	-1	-1	-1
APP 5UTR inh	-9	-4	-10	-15	-17	18	nt	8	7
STAT1 act	106	107	98	93	103	100	106	99	98
NF-kB neuron act	0.74	1.8	0.88	1.4	1	1	1	1.2	0.97
FLuc stim CS	1	1	1	1.1	1.1	1	1	1.1	1.1
Hsp70 activator	0.1	-0.2	-0.1	-0.2	-0.4	-0.3	-0.3	0.7	-0.3
APP 5'UTR act	9	4	10	15	17	-18	nt	-8	-7
